eIF4E-4G inh = inhibitors of eIF4E and eIF4G interaction in translation initiation | P63073+Q04637 | TR-FRET eIF4E-eIF4GI(517-606) binding, 2 h | inhibition, % at 21.7 µM | 0.37% of 220,000 active | AID 782;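 active = inhibition above about 30%, limit read from the data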;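 note: 0% = full FRET control wells and 100% = background wells lacking eIF4GI fragment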
BaF3 tox = counter-screen for JAK2V617F inhibitors: parental Ba/F3 viability inhibitors; CellTiter-Glo ATP luminescence; inhibition, % at 5.6 µM; 1.1% of 220,000 active; AID 1486;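 active = inhibition above a per-campaign cutoff, the mean inhibition of all tested compounds plus 3 SD, cut at about 27% in these data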;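 note: 0% = DMSO wells and 100% = JAK Inhibitor I control wells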
S1P4 ag = agonists of human S1P4 receptor; activation, % at 4.98 µM; S1P4-expressing cell line, agonist reporter assay; 0.35% of 220,000 active; AID 1509; in the data active = activation above about 11%;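 note: 0% = DMSO vehicle and 100% = reference agonist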
Target sequence (O95977 whole entry, looked up): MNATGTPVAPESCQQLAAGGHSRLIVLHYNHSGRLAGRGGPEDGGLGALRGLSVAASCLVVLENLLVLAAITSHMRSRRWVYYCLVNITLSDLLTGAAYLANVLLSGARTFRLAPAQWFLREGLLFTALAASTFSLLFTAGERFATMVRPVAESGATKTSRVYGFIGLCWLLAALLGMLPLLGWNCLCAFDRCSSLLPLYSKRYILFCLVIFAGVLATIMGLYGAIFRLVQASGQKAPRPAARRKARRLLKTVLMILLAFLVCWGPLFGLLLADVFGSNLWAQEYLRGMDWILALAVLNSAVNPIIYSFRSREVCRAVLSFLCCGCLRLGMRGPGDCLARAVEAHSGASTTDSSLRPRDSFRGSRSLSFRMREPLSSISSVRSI
Wee1 degr inh = blocks degradation of human Wee1 kinase; HeLa Luc-Wee1K328M stability, luciferase luminescence; 100% = proteasome inhibitor MG132 effect; reporter increase, % at 5 µM; 1.2% of 220,000 active; AID 1321;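 active = activation above the mean of all tested compounds plus 3 SD, set per screening run, cut at about 8.8% in these data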;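 note: cells exposed to compound for 20 h before luminescence read; 0% = DMSO alone and 100% = MG132 at 30 µM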
Ba/F3 V617F tox = reduce viability of Ba/F3 cells dependent on JAK2V617F. Ba/F3 EpoR-JAK2V617F viability, ATP luminescence. inhibition, % at 5.6 µM. 1.1% of 220,000 active;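 active = inhibition above the campaign mean plus 3 SD over all tested compounds, cut at about 24% in these data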;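 note: cytokine-independent growth of Ba/F3 cells driven by EpoR plus mutant JAK2; 0% = DMSO-treated cells and 100% = JAK inhibitor I control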
PERK inhibitor = inhibitors of human PERK kinase; inhibition, % at 5.6 µM; Q9NZJ5; 0.17% of 220,000 active; CHO PERK-DD fusion, SEAP luminescence translation reporter;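 active = inhibition above the mean inhibition of all tested compounds plus 3 SD, set separately per screening campaign, cut at about 2.9% in these data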;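 note: PERK kinase domain activated by AP20187 dimerizer at 100 nM; 0% = DMSO with dimerizer and 100% = rapamycin at 8.4 µM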
NPY2 pot ag = potentiators or agonists of human neuropeptide Y receptor Y2; P49146; cells expressing NPY-Y2, potentiator/agonist read-out; activation, % at 3.6 µM; 0.45% of 220,000 active; AID 1359; in the data active = activation above about 27%;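 note: cells stimulated with NPY near EC25 plus isoproterenol at EC100; 0% = vehicle plus submaximal agonist and 100% = vehicle plus saturating agonist; some results beyond the cut were filed as inactive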
S1P4 antagonist = human S1P4 receptor antagonism; 0.26% of 220,000 active; S1P4-expressing cells, antagonist mode, reporter read-out; inhibition, % at 4.98 µM; O95977; in the data active = inhibition above about 29%;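 note: 0% = wells stimulated with agonist and 100% = vehicle wells without agonist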
MDM2 E3 inh = Mdm2 E3 ligase (human) inhibition; AID 1230; cell-based MDM2 ubiquitination luciferase reporter, 2 h; 0 = plate control, 100 = twice control, blank-subtracted; signal enhancement, % at 5 µM; 0.11% of 210,000 active;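 active = signal enhancement of 30% or more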;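 note: luminescence tracks abundance of the self-degrading MDM2-luciferase fusion protein; higher signal means inhibition of MDM2 E3 ligase activity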
Target sequence (Q00987 whole entry, looked up, the tested form may be a part): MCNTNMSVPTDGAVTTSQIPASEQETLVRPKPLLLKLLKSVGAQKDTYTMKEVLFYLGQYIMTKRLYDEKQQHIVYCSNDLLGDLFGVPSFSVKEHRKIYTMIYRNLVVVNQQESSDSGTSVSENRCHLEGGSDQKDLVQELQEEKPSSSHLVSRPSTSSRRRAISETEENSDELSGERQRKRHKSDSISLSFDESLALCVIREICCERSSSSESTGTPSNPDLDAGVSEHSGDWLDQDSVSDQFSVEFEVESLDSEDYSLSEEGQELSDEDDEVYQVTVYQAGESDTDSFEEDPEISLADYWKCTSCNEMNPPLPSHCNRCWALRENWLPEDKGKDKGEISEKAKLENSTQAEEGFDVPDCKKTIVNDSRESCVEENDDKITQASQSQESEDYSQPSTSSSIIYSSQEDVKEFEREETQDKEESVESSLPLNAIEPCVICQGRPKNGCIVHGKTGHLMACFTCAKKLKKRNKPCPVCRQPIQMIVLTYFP
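Assay system: stable mammalian line carrying autodegrading MDM2–luciferase fusion reporter; Input: 2000 cells in each well; Compound dosing: single-point 5 µM; Schedule: 2 h compound exposure at 37 °C; Signal: SteadyLite luciferase luminescence after 15 min room-temperature reagent incubation; Evaluation: % luminescence enhancement versus blank-corrected plate control mean; Benchmarks: plate controls and plate blanks.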
Starred values were filed as active, the others as inactive; . = no result given; [ ] = dose if it differs, or a comment.

Results follow in this order: eIF4E-4G inh	S1P4 antagonist	Wee1 degr inh	BaF3 tox	PERK inhibitor	S1P4 ag	MDM2 E3 inh	Ba/F3 V617F tox	NPY2 pot ag
Clc1ccccc1-c1nc(N/N=C/c2cccnc2)c2ccccc2n1
→ -16[fluorescence artefact?]	1	-3	2	-1.4	0.5	-10	-1	-16
COc1cc2c(C(=O)NCc3ccccn3)cn(CC(C)C)c(=O)c2cc1OC
→ 0	0	0	5	0.3	-0.5	-19	-3	21
N#Cc1cn(CC(=O)NCCc2c[nH]c3ccccc23)c2ccccc12
→ .	-4	0	5	0.9	0.8	-5	-1	7
CCc1nc(SCC(=O)Nc2cccc(C(F)(F)F)c2)c2c(=O)n(C)c(=O)n(C)c2n1
→ -2	-34	-2	0	0.1	1.3	-12	-2	-10
COCCn1c(SCC(=O)Nc2ccc(C)cc2C)nc2c(oc3ccccc32)c1=O
→ -2	-17	1	5	0.0	0.8	-5	-2	1
COc1nc(N(C)C)nc(-n2nnc(C(C)=O)c2C)n1
→ 3	4	7	0	0.8	-1.5	-4	-1	5
Cc1ccccc1OC1=NS(=O)(=O)c2ccccc21
→ 6	-6	-1	2	1.3	-1.6	-3	-2	4
Cc1cc(C)cc(-n2nnc(C(=O)NCc3ccc(Cl)cc3)c2N)c1
→ 4	8	-2	3	-1.2	1.2	-17	-2	-4
Cc1ccc(C)c2sc(NC(=O)CN3C(=O)CCC3=O)nc12
→ -5	3	0	3	-1.2	-0.2	-4	-3	14
CC(=O)NC1=NN(C(C)=O)C2(S1)C(=O)N(C(C)=O)c1ccc(C)cc12 (centres undefined)
→ -4	-6	6	1	-0.1	0.2	-6	-1	14
COc1ccc(C(=O)Nc2ccc(N3CCN(Cc4ccccc4)CC3)cc2)cc1
→ 1	-10	4	10	0.3	1.4	-15	6	-7
Cc1cc(Cl)n2nc(C)c(-c3ccc(Cl)cc3)c2n1
→ -1	9	-1	1	1.0	-0.9	8	-2	28*
O=C(CC(=O)c1cccc([N+](=O)[O-])c1)Nc1ccccc1Cl
→ 1	4	3	2	1.0	1.0	-7	-2	5
CCc1nc(-c2ccc(OC)c(OC)c2)cc2cc(OC)c(OC)cc12
→ 0	-15	2	4	0.0	1.9	-9	-2	-4
Cc1nonc1NC(=O)CSc1nc2cc(Cl)ccc2c2c1CCCC2
→ 1	-2	1	2	-0.6	0.9	-18	2	-1
Cn1ncc(Cl)c1C(=O)N1CCCc2ccccc21
→ -2	4	0	3	1.1	0.6	-6	3	-12
CCCCc1c(C)nc2ccc(C(=O)OCC)cc2c1Cl
→ 2	-12	0	-1	0.8	0.8	-14	-4	4
O=c1[nH]n2cc(-n3cc([N+](=O)[O-])cn3)cnc2c1Br
→ 6	4	1	-1	1.5	-1.6	-10	-5	4
O=C1Nc2ccccc2C(=O)C1(Cl)Cc1ccccc1 (centres undefined)
→ 38*	0	-2	-4	0.3	0.7	-8	4	2
Cc1nc2nc(C)c(CCC(=O)NC3CCCCC3)c(C)n2n1
→ -1	-16	-3	3	0.8	0.5	-9	-1	11
COc1ccc(C2C3=C(CC(c4ccco4)CC3=O)Nc3ccccc3N2C(C)=O)cc1 (centres undefined)
→ -1	-8	-1	6	0.3	-1.4	-11	4	-20
CCOCCCNC(=O)COC(=O)/C=C/c1ccc(S(=O)(=O)N2CCc3ccccc32)cc1
→ 0	-7	-2	10	1.1	0.6	-15	2	8
Cc1c(/C=N\NC(=O)c2ccc(F)cc2)cnn1C
→ 4	-16	1	1	0.6	1.7	-6	-2	-14
Cc1ccccc1-c1nsc(SCC(=O)c2ccc(Cl)cc2)n1
→ 4	-13	-1	3	0.0	0.2	-3	2	-7
Cc1ccc(NC(=O)CN(C)CC(=O)Nc2ccccc2C(=O)Nc2ccccc2)cc1
→ -3	-24	-2	2	0.2	-0.3	-3	-4	9
CC(C)C(=O)NC(c1ccc(N(C)C)cc1)c1c(O)ccc2ccccc12 (centres undefined)
→ 3	2	0	-1	-1.3	1.3	-4	-4	2
CC(C)CN(C(=O)COC(=O)c1cc2c(s1)CCC2)C1CCS(=O)(=O)C1 (centres undefined)
→ 14	12	2	3	0.1	1.8	-11	-2	0
CCCC(C)C(=O)N(Cc1ccccc1)c1ccccn1 (centres undefined)
→ -5	0	-2	4	-1.3	-0.8	-13	3	-6
Cn1c(=O)cc(SCC(=O)NCCC2=CCCCC2)c2ccccc21
→ 12[fluorescence artefact?]	-17	2	5	0.0	1.7	2	-4	-13
CC(C)NOC(=O)c1ccc(Cl)cc1
→ 3	-4	-1	3	1.5	0.7	1	0	10
CCS(=O)(=O)n1nc(-c2ccc(OC)cc2)nc1SC
→ -7	-65	2	9	0.6	-0.5	-19	-1	-15
C#CCONC(=O)c1cc(OCC(F)(F)F)ccc1OCC(F)(F)F
→ 1	4	-3	4	0.9	-0.6	-21	0	-4
CN1CCN(C(=O)c2ccccc2NC(=O)Cc2ccccc2)CC1
→ 0	-1	10*	7	-0.4	1.8	18	-2	11
OCCCCNCc1cc(Br)ccc1OCc1ccccc1
→ 3	9	-1	11	-0.4	-2.3	-9	3	-19
COc1cc(C(=O)Nc2nnc(CC(=O)N3CCOCC3)s2)cc(OC)c1OC
→ 2	-12	-1	8	0.7	-1.3	3	0	-1
O=C1CSC(c2ccc(F)cc2)N1c1nnc(C23CC4CC(CC(C4)C2)C3)s1 (centres undefined)
→ 3	2	1	1	0.2	-1.1	-20	-4	-1
CC(=O)Nc1ccc(SCC(=O)O)cc1
→ 1	-7	0	3	0.1	0.4	-25	2	-11
O=C(NCc1ccco1)C12CN(Cc3ccccc3)CC1C(c1ccc([N+](=O)[O-])cc1)=NO2 (centres undefined)
→ 5[fluorescence artefact?]	-5	-3	4	-1.6	-1.6	-9	4	-4
Cc1ccccc1-c1cc(-c2ccccc2O)on1
→ -8	0	-1	5	0.2	-0.3	-43	-2	-7
CCN(CC)Cc1cc(O)c(CN(CC)CC)cc1O
→ 23	-14	-2	9	-0.1	-0.9	-1	3	1

Sorted by value in S1P4 antagonist (falling): some entries from above
SMILES,S1P4 antagonist
OCCCCNCc1cc(Br)ccc1OCc1ccccc1,9
O=C(NCc1ccco1)C12CN(Cc3ccccc3)CC1C(c1ccc([N+](=O)[O-])cc1)=NO2 (centres undefined),-5
CC(=O)Nc1ccc(SCC(=O)O)cc1,-7

Next section
Results follow in this order: eIF4E-4G inh	S1P4 antagonist	Wee1 degr inh	BaF3 tox	PERK inhibitor	S1P4 ag	MDM2 E3 inh	Ba/F3 V617F tox	NPY2 pot ag
COc1cccc(-c2cc(C(F)(F)F)nc(-n3cc(C)cn3)n2)c1
→ -8	8	-2	-2	0.1	-0.2	-9	0	-3
CCC(CC)C(=O)N(CCc1ccc(OC)cc1)Cc1nc2ccccc2c(=O)[nH]1
→ 4	-15	0	4	-2.4	-4.2	-14	1	-9
Cc1ccc(C2=CSC3=NS(=O)(=O)CCN23)cc1
→ -2	-21	1	1	0.2	-2.9	-20	-2	13
CCSc1nc2sc3c(c2c2nnc(SCC(=O)NCc4ccco4)n12)CCCC3
→ .	3	-1	6	-0.3	-2.8	.	3	-7
COc1ccc(C(=O)Nc2ccc(Cc3ccncc3)cc2)cc1Br
→ 2	4	0	11	-0.5	-0.1	-13	2	-26
CCOCC(=O)N1CCN(c2ccc([N+](=O)[O-])cc2)CC1
→ 1[fluorescence artefact?]	-28	4	6	0.8	-1.9	-7	1	27
Cn1c(SCC(=O)Nc2cccc(F)c2)nnc1-c1cccnc1
→ 0	-7	0	-2	-0.1	-2.3	-17	-3	10
CN(C)CCCn1c(SCC(=O)Nc2sc3c(c2C#N)CCCC3)nnc1-c1ccncc1
→ 1	4	-2	6	-1.6	-0.4	-18	1	6
O=C(CSc1nnc(-c2ccccc2Br)o1)Nc1cccc2ccccc12
→ 3	-13	-2	4	0.1	0.3	-1	2	-6
COc1cc2c(cc1OC)C(COc1ccccc1OC)N(C(=O)C(C)C)CC2 (centres undefined)
→ -4	8	-2	9	-0.1	-0.5	-17	1	-15
Cc1ccccc1C(=O)N/N=C1/SCC(=O)N1Cc1ccc2c(c1)OCO2
→ 2	-18	0	6	-0.4	-1.2	-1	1	9
COc1ccccc1NC(=O)NCc1ccccc1F
→ 0	-1	-1	4	1.5	0.5	-55	1	7
O=c1ccn(-c2cccc(C(F)(F)F)c2)nc1-c1ccn(-c2cccc(Cl)c2)n1
→ 1	-14	0	9	0.2	-0.4	-13	0	-5
CCOC(=O)NC(c1ccccc1)C1CCCCC1=O (centres undefined)
→ 2	5	7	7	-0.4	1.1	-5	0	-3
Cc1cccc(NC(=O)N2CCCC2C(=O)NCc2cccs2)c1 (centres undefined)
→ 5	-5	0	2	-0.6	-3.2	-2	1	3
COc1ccc(N=C2S/C(=C\c3ccc(OCC(=O)O)cc3)C(=O)N2CCc2c[nH]c3ccccc23)cc1
→ 20	-20	2	6	0.7	0.4	-23	5	1
O=C(COc1ccccc1)N1CCN(C(=O)c2ccco2)CC1
→ -5	1	2	4	1.2	0.3	0	-4	2
CC(C)(C)c1ccc(/C=C/C(=O)N2CCN(c3ncccn3)CC2)cc1
→ 5	-3	0	1	0.3	1.0	2	-2	-27
CCN(CC)C(=O)C[n+]1ccc(C(N)=O)cc1
→ 3	-13	-2	4	1.6	0.8	-13	0	-15
O=C(CSc1nc2ccccc2o1)N/N=C/c1ccc(C(=O)O)cc1
→ 1	-4	-2	7	2.1	0.2	-11	-1	-9
Cn1c(=O)n(C)c2cc(NS(C)(=O)=O)ccc21
→ -17	-14	0	3	0.3	-0.3	5	-3	-5
COc1ccc(-c2cc(N)n(S(=O)(=O)c3ccc(F)cc3)n2)cc1OC
→ 2	-11	-1	6	-0.5	-6.4	-11	-1	21
CCOc1ccc(Cl)cc1CNCCNCC(C)O (centres undefined)
→ -2	-7	-1	3	1.6	-0.1	-1	0	-22
COc1ccccc1NC1=NC2(CCCC2)N=C(N)N1
→ -3	-8	-2	11	0.5	-0.5	-1	1	6
CCc1cccc(N=c2c([N+](=O)[O-])nn(-c3ccc4c(c3)OCCO4)n2O)c1
→ -2	-20	2	-1	-1.1	-1.0	-1	-4	-1
Cc1cc(C)c(C#N)c(SCc2[nH]nc3c2C(c2ccccc2)C(C#N)=C(N)O3)n1 (centres undefined)
→ -1[fluorescence artefact?]	3	-1	1	0.7	-2.1	-9	-3	-11
CCOC(=O)CSC1=NN2CCS(=O)(=O)N=C2S1
→ 2	-4	-1	2	0.2	2.0	-18	4	0
Nc1cc(=O)[nH]c(SCC(=O)Nc2ccccc2Sc2ccccc2)n1
→ -4	-9	1	2	0.3	1.0	-14	-1	-5
CC(C)C(NC(=O)CNC(=O)OC(C)(C)C)C(=O)NCc1ccc(Cl)cc1 (centres undefined)
→ -1	2	3	-1	0.9	1.2	-7	-4	7
O=c1[nH]ncc2c3ccccc3n(Cc3ccc(F)cc3)c12
→ -14	4	-3	5	-0.3	1.2	-15	-1	5
CC(=O)C1=C(O)C(=O)N(Cc2ccco2)C1c1ccc2c(c1)OCO2 (centres undefined)
→ -3	-29	1	-2	1.1	-0.7	-10	-2	8
Cc1cccn2cc(-c3c[nH]c4ccccc34)nc12
→ 2	-1	2	7	0.1	-1.9	-92	2	-17
